# inhibitors of VEEV: inhibitors of VEEV TC-83 cytopathic effect, confirmation, Vero cells (AID 588727); actives 0.13% (n = 350,000); inhibition, % at 20 µM; hits with a dose series show IC50 in µM; Vero cells, VEEV TC-83 cytopathic effect inhibition; higher % means a stronger effect; in the data active = a potency from the dose series; note: strong numbers were not always called active
# M. tuberculosis HTS: M. tuberculosis growth inhibition, HTS (AID 449762) | actives 0.59% (n = 330,000) | M. tuberculosis H37Rv growth inhibition, 7H9 media; higher % means a stronger effect | inhibition, % at 25 µM, or IC50 in µM where a hit was titrated; in the data active = a potency from the dose series;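 note: bacterial growth assessed after seven days of incubation; strong numbers were not always called active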
# Salmonella PhoP GFP: Inhibition of PhoP regulon, Salmonella typhi GFP reporter cells, confirmation, 4 h (AID 1850); Salmonella Typhi PhoP-promoter GFP reporter, fluorescence, 4 h; higher % means a stronger effect; one-dose inhibition, % at 50 µM; IC50 in µM for titrated hits; actives 0.33% (n = 310,000); in the data active = a potency from the dose series;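 note: 0% = induced wells with vehicle and 100% = uninduced wells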
# tuberculosis growth: growth inhibition of non-replicating M. tuberculosis (AID 488890). inhibition, % at 25 µM, or IC50 in µM where a hit was titrated. Mycobacterium tuberculosis non-replicating, growth inhibition; higher % means a stronger effect. actives 0.39% (n = 320,000); in the data active = a potency from the dose series;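 note: plate controls were DMSO cells for no effect and high antibiotic wells for full effect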
# influenza NS1A: NS1A inhibition, H1N1 influenza, cell based functional assay (AID 504329) | NS1A functional cell-based assay, percent inhibition; higher % means a stronger effect | inhibition, % at 12.5 µM; hits with a dose series show IC50 in µM | actives 0.3% (n = 340,000); in the data active = a potency from the dose series; note: strong numbers were not always called active
# inhibitors of VEEV 10K pilot screen: also measured in inhibitors of VEEV; calls as there; inhibition, %; measured here: 10K pilot screen inhibition
# The depositor's hits bear a star; i = inactive; . = not tested or not shown.
SMILES,inhibitors of VEEV,M. tuberculosis HTS,Salmonella PhoP GFP,tuberculosis growth,influenza NS1A,others
CC(C)C(=O)c1cn(CC(=O)NCc2ccco2)c2ccccc12,0.0%,0%,-4%,3%,0%,
CC(/C=N/NC(=O)c1cc(-c2ccc(C)s2)[nH]n1)=C\c1ccccc1,0.3%,-2%,-5%,4%,-2%,
Cc1nc(NC(C)C)c2oc3ccccc3c2n1,2.6%,-1%,-2%,13%,-3%,
COc1ccc2nc3ccccc3nc2c1NC(=O)c1ccc(Cl)cc1Cl,1.4%,6%,-67%,-3%,-7%,
COC(=O)C(C)Sc1n[nH]c(=S)s1 (stereo not given),3.2%,-1%,-1%,4%,-4%,
Cc1cc(N2CCCCC2)c(F)cc1[N+](=O)[O-],0.5%,-7%,10%,20%,1%,
O=P(OCC(F)(F)C(F)F)(N1CCOCC1)N1CCOCC1,1.3%,5%,8%,-5%,0%,
Cc1ccc(C2C(C#N)=C(N)SC(N)=C2C#N)c(C)c1,3.5%,-7%,-10%,43%,8%,
CCOC(=O)c1c(C)[nH]c(C(=O)C(Cc2ccccc2)N(C)C)c1C (stereo not given),0.3%,-1%,5%,14%,4%,
Nc1ccc2nc(NC(=O)C3CCCCC3)sc2c1,0.0%,1%,16%,18%,4%,
O=c1c2cn[nH]c2nc(SCc2ccc3c(c2)OCCO3)n1-c1ccccc1,13%,-2%,3%,.,8%,
CC(=O)N1CCSc2ccc(S(=O)(=O)N3CCC(C)CC3)cc21,0.6%,3%,-2%,16%,-2%,
Cc1nc2cc(NC(=O)N3CCN(c4ccccn4)CC3)ccc2o1,i,1%,3%,5%,6%,
CCN(c1ccc(NC(=O)COC(=O)CCc2nc3ccccc3n2-c2ccccc2)cc1)C(C)C,1.9%,-2%,-9%,7%,5%,
CCOc1cc(C)c(Cl)cc1S(=O)(=O)NCc1ccc2c(c1)OCO2,5.1%,6%,-3%,34%,1%,
O=C(NNC(=S)NC1CC2C=CC1C2)c1ccncc1 (stereo not given),10%,5%,-9%,-5%,-14%,
Cc1nnc(SCC(=O)Nc2cc(C(F)(F)F)ccc2N2CCOCC2)o1,0.1%,8%,2%,14%,1%,inhibitors of VEEV 10K pilot screen=0.8
CCN(CC)C(=O)C1CCCN(C/C(C)=C/c2ccccc2)C1 (stereo not given),i,.,-8%,.,-2%,
COc1ccccc1C(CNC(=O)c1ccc(S(=O)(=O)NCc2ccco2)cc1)N(C)C (stereo not given),0.0%,7%,-7%,-7%,5%,
COc1ccccc1CNC(=O)Cc1ccc(OC)c(OC)c1,i,3%,-8%,-4%,-20%,
COc1ccc(NC(=O)C(c2ccccc2)c2ccccc2)cn1,1.2%,8%,1%,26%,6%,
COc1ccc(/C=C/C(=O)OCC(=O)Nc2ccc(N3CCOCC3)cc2)cc1,2.0%,4%,7%,22%,12%,
COc1cc(/C=C/C(C)=NNc2ccccc2)ccc1O,8.2%,.,.,.,8%,
CC(C)(C)CC(C)(C)SSc1n[nH]c(=S)s1,0.1%,.,.,.,-8%,
COc1cccc(NC(=O)/C=C/c2ccccc2[N+](=O)[O-])c1,5.5%,-3%,-7%,42%,1%,

# An excerpt from above in order of molecular weight, falling.
SMILES,inhibitors of VEEV,M. tuberculosis HTS,Salmonella PhoP GFP,tuberculosis growth,influenza NS1A,others
CCN(c1ccc(NC(=O)COC(=O)CCc2nc3ccccc3n2-c2ccccc2)cc1)C(C)C,1.9%,-2%,-9%,7%,5%,
COc1ccc2nc3ccccc3nc2c1NC(=O)c1ccc(Cl)cc1Cl,1.4%,6%,-67%,-3%,-7%,
O=P(OCC(F)(F)C(F)F)(N1CCOCC1)N1CCOCC1,1.3%,5%,8%,-5%,0%,
Cc1nc2cc(NC(=O)N3CCN(c4ccccn4)CC3)ccc2o1,i,1%,3%,5%,6%,
COc1cc(/C=C/C(C)=NNc2ccccc2)ccc1O,8.2%,.,.,.,8%,
Cc1nc(NC(C)C)c2oc3ccccc3c2n1,2.6%,-1%,-2%,13%,-3%,

# The listing continues.
SMILES,inhibitors of VEEV,M. tuberculosis HTS,Salmonella PhoP GFP,tuberculosis growth,influenza NS1A,others
COc1ccccc1C(=O)NCC(=O)NNC(=O)c1cccs1,i,1%,.,-7%,-3%,
CC(C)(C)c1ccc(C(=O)Nc2ccc(C(=O)N3CCOCC3)cc2)cc1,5.2%,-11%,-7%,5%,-5%,
CCOc1ccc(C(C)C)cc1S(=O)(=O)n1ccnc1C,i,-6%,4%,-19%,-1%,
Cc1ccc2nsnc2c1S(=O)(=O)NC1CC1,0.3%,7%,-1%,0%,0%,
COC(=O)C1=C(C)N(Cc2ccccc2)C(=O)N[C@H]1c1cccc(F)c1,0.1%,-3%,-6%,-5%,-1%,
NC(=O)C1(N2CCCCC2)CCN(C(=S)Nc2ccc(Cl)cc2)CC1,0.8%,.,.,.,-7%,
Cc1ccc(CC(=O)NCCc2ccc(S(N)(=O)=O)cc2)cc1,2.3%,7%,-5%,1%,-9%,
CC(C)C(=O)Nc1ccc(NC(=O)c2cccs2)cn1,1.8%,0%,0%,3%,13%,
COc1ccc(C)cc1S(=O)(=O)N1CCN(c2ccccc2)CC1,6.9%,0%,4%,26%,0%,
N#CCc1ccc(C(=O)c2ccccc2)s1,3.5%,2%,7%,26%,-4%,
O=C(NC1CCN(Cc2ccccc2Cl)CC1)c1ccccc1,i,3%,5%,-1%,0%,
O=C(NCc1ccc(Cl)s1)c1cc(COc2c(F)cccc2F)on1,1.4%,2%,2%,0%,-1%,
CC(C)C(NC(=O)c1ccccc1F)C(=O)NCC(c1ccco1)N1CCCCC1 (stereo not given),i,-7%,.,17%,8%,
COC(=O)CC1C(=O)NCCN1C(=O)CSc1nc2ccc([N+](=O)[O-])cc2s1 (stereo not given),2.8%,-10%,30%,15%,-1%,
CC1(C)CC(=O)C2=C(C1)N(c1ccccc1)C(=O)C(C(=O)OCc1ccccc1)C2 (stereo not given),i,.,.,.,-19%,
CSc1nc(NC(C)=O)nc(C)c1Cl,1.3%,.,.,.,-4%,
CCN(CC)S(=O)(=O)c1ccc2[nH]cc(C(=O)NCCC3=CCCCC3)c(=O)c2c1,4.4%,41µM*,1%,35%,2%,
CC1(C)CC(=O)C2=C(C1)NC(SCC(=O)Nc1ccccc1)=C(C#N)C21CCCCC1,1.0%,-3%,10%,-12%,-1%,
O=C(/C=C/Nc1ccc([N+](=O)[O-])cc1Br)c1cccc2ccccc12,0.5%,-3%,-25%,19%,15%,
O=C(O)c1ccc(S(=O)(=O)NCc2ccc3c(c2)OCO3)cc1,i,13%,-8%,-7%,-2%,
COC(=O)c1ccc(C)cc1,0.8%,1%,.,1%,-6%,
CCCS(=O)(=O)N1CCCC(C(=O)N2CCC(Cc3ccccc3)CC2)C1 (stereo not given),0.2%,5%,0%,7%,0%,
CCN(CC)S(=O)(=O)c1cc([N+](=O)[O-])ccc1NNC(=O)Nc1ccc(F)cc1,i,-1%,-8%,25%,7%,
Cc1cc(C)n(CC(=O)n2c3c(c4ccccc42)CCCC3)n1,1.1%,-6%,-15%,.,26%,
CC1CCCCN1CCNC(=O)C1CCCN(c2ncnc3c2nc2n3CCCCC2)C1 (stereo not given),0.1%,-6%,4%,18%,0%,

# Following part:
SMILES,inhibitors of VEEV,M. tuberculosis HTS,Salmonella PhoP GFP,tuberculosis growth,influenza NS1A,others
CC(=O)NC1(C(F)(F)F)C(=O)NC(C)=C1C#N (stereo not given),0.6%,1%,0%,7%,-2%,
CC1=CC(=O)[C@@H](OC(=O)Nc2ccc(C)cc2)[C@@H](c2ccccc2Br)N1C,i,.,.,.,-19%,
CN(C)CCCn1c2c3ccccc3ccc2c2oc(=O)c3ccccc3c21,i,.,.,.,4%,
COc1ccc(OC(C)C(=O)NC2CCCCCCC2)cc1 (stereo not given),3.5%,-5%,-5%,2%,8%,
CC1(C)C(C=C(Cl)Cl)C1C(=O)OCc1cccc(Oc2ccccc2)c1 (stereo not given),0.4%,0%,-4%,-1%,-2%,
O=[N+]([O-])c1cc(S(=O)(=O)N2CCCC2)ccc1OCCOc1ccccc1,5.9%,-6%,.,29%,-4%,
CCOc1ccc(NC(=O)c2ccc3c(c2)OCCO3)cc1S(=O)(=O)N(CC)CC,5.6%,6%,.,41%,-10%,
C/C(=C\c1cccc(Cl)c1Cl)C(=O)c1c(C)cc(C)[nH]c1=O,0.6%,5%,-3%,30%,27%,
COCCCNC(=O)Cc1ccccc1OC,2.2%,8%,-4%,7%,10%,
O=C1CC(c2ccccc2)CC(O)=C1C=NC1CCCCCC1 (stereo not given),i,-4%,3%,7%,0%,
O=C1[C@@H]2Cc3c([nH]c4ccccc34)C(c3ccc(Cl)cc3)N2C(=O)CN1CCO (stereo not given in full),1.8%,-7%,3%,1%,0%,
CC(=O)C1=C(O)C(=O)N(c2ccccn2)C1c1ccc(C)cc1 (stereo not given),0.4%,0%,4%,-3%,16%,
CCOC(=O)c1ccccc1NC(=O)CSc1nncn1C,1.0%,-11%,4%,-5%,-3%,
Cc1ccc(C(=O)c2coc3ccc(O)c(CN4CCN(C)CC4)c23)cc1,i,-2%,5%,9%,21%,
O=S(=O)(c1ccccc1)n1ccc2cccnc21,0.9%,-1%,2%,-29%,-8%,
COc1ccccc1-n1c(=O)[nH]c2c(C(N)=O)nc(-c3cccnc3)nc21,0.5%,3%,3%,.,24%,
O=C(COc1cccc(NC(=O)c2cccs2)c1)c1ccc(F)cc1,3.9%,0%,-14%,44%,-7%,
Cc1ccc(NC(=O)COC(=O)Cn2cnc3ccccc32)c([N+](=O)[O-])c1,i,-4%,-19%,-1%,11%,
CCOC(=O)C1=C(C)NC(=O)NC1c1ccc(-c2ccccc2F)o1 (stereo not given),1.9%,3%,-9%,-14%,-7%,inhibitors of VEEV 10K pilot screen=1.4
O=c1c(Cl)c(Cl)cnn1Cc1nnc(-c2ccc(Cl)cc2)o1,12%,.,.,.,-15%,
CN(C)S(=O)(=O)c1cccc(NC(=S)NCCCn2ccnc2)c1,1.2%,2%,3%,24%,-7%,
O=C(CC1S/C(=N/N=C/c2c[nH]c3ccc(OCc4ccccc4)cc23)NC1=O)Nc1ccccc1 (stereo not given),i,3%,-6%,7%,-7%,
COc1ccc(C(c2sc3ncnn3c2O)N2CC(C)OC(C)C2)cc1OC (stereo not given),0.6%,-2%,8%,10%,-23%,
O=S(=O)(Nc1nc2c(s1)CCCC2)c1ccc2ccccc2c1,2.4%,5%,-1%,5%,0%,
CN1CCN(CC(=O)NN2CC(=O)N(c3ccc(F)cc3)CC2=O)CC1,0.4%,-7%,1%,-11%,-15%,

# Random excerpt: 2 entries already listed, in no set order.
SMILES,inhibitors of VEEV,M. tuberculosis HTS,Salmonella PhoP GFP,tuberculosis growth,influenza NS1A,others
O=[N+]([O-])c1cc(S(=O)(=O)N2CCCC2)ccc1OCCOc1ccccc1,5.9%,-6%,.,29%,-4%,
O=C(COc1cccc(NC(=O)c2cccs2)c1)c1ccc(F)cc1,3.9%,0%,-14%,44%,-7%,

# The list goes on:
SMILES,inhibitors of VEEV,M. tuberculosis HTS,Salmonella PhoP GFP,tuberculosis growth,influenza NS1A,others
COC(=O)c1[nH]c2cc(OC)ccc2c1N=CN(C)C,2.8%,6%,-4%,-3%,6%,
COc1ccc(C2CC(c3ccc4ccccc4c3OC(C)=O)=NN2C(=O)/C=C/c2ccccc2)cc1 (stereo not given),1.2%,1%,-3%,34%,-4%,
COc1ccccc1N1CCN(C(=O)CCNC(=O)Cn2ccc3ccccc3c2=O)CC1,0.3%,-2%,-6%,0%,10%,
Cc1ccc(S(=O)(=O)NC(CC(=O)O)c2ccco2)cc1 (stereo not given),i,3%,3%,-20%,23%,
Cc1ccc(S(=O)(=O)NC2(C(F)(F)F)C(=O)Nc3c2c(=O)[nH]c(=O)n3-c2ccccc2)cc1 (stereo not given),2.9%,3%,-5%,17%,-4%,
COc1ccc2c(Cl)c(-c3nnc(SCC(N)=O)n3C)sc2c1,0.2%,-4%,-6%,.,5%,
Oc1ccccc1C1=NN(c2ccccc2)C(c2ccccc2)C1 (stereo not given),1.1%,62%,-4%,-1%,-23%,
CCOc1ncccc1C(=O)NCc1ccc(OC)cc1,2.4%,2%,4%,3%,-6%,
COc1cccc(C(C(=O)NC2CCCC2)N(C(=O)c2ccco2)c2ccccc2F)c1OC (stereo not given),0.8%,-3%,-3%,27%,5%,
CCC(C)N(C(=O)c1csnn1)C(C(=O)NCc1ccc(F)cc1)c1ccco1 (stereo not given),1.3%,-9%,-13%,14%,-7%,
COCCOC(=O)C1=C(N)OC2=C(C(=O)CC(C)(C)C2)C1c1cccnc1 (stereo not given),1.8%,-5%,-8%,71%,-5%,inhibitors of VEEV 10K pilot screen=3.4

# Screening results deposited in PubChem by Southern Research Specialized Biocontainment Screening Center.
